Assay outcomes: PubChem BioAssay, National Center for Advancing Translational Sciences (NCATS)
D2 agonist: D2 dopamine receptor (human) agonism | P14416 | HEK293 T-REx D2 cells, calcium flux agonist mode | activation, % at 2 µM | hit rate 0.53% among 340,000;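 active = activation over 3 SD above normal in the single-dose calcium agonist read, cut at about 30% in these data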; also: 0% is about no effect
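Tetracycline-induced HEK293 Trex cells with D2 receptor force-coupled to calcium signaling, plated overnight at 30 C and loaded with no-wash calcium dye. Calcium flux read kinetically for 180 s after compound addition; responses flag agonists.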
Vif-A3G inh: blocks the Vif interaction with human APOBEC3G. Q9HC16. HeLa A3G-eYFP + Vif (tagged APOBEC3G with the HIV-1 protein that degrades it), YFP fluorescence, overnight. Potency, µM (doses to about 46.1 µM), for inactives: at the top dose activity, negative = active, usual class: inhibitors. hit rate 0.076% among 410,000;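 also: potency is read from the fitted curve at half-maximal effect; % is scaled to controls: 0 for no effect and ±100 for the full control effect; nearly all actives have a fitted effect of over 60% in size; hits raise eYFP signal because A3G escapes Vif-driven loss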
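Read-out is eYFP fluorescence (Ex 488/Em 500-530) from Vif-expressing HeLa A3G-eYFP cells; more signal means A3G escaped Vif-mediated degradation. Cells plated overnight, compound pinned in, incubated overnight at 37 deg C.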
LDHA block: inhibitors of human lactate dehydrogenase A. purified LDHA, NADH/diaphorase-resazurin fluorescence; hits give low values. AID 1347041. hit rate 0.15% among 480,000. P00338. activity change, % (values are at about 110 or 230 µM); in the data active = activity change below about -30%; inconclusive = mostly about -25% to -30%;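 also: plate controls were DMSO wells for no effect and wells without enzyme for full effect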
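Resorufin fluorescence (ex540/em590), read at 0 and 20 min after diaphorase/resazurin addition, reports the NADH left after a 5 min room-temperature reaction of 2 nM human LDH5 with 0.06 mM NADH and 0.2 mM pyruvate.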
ALOX12 inh: inhibitors of human 12S-lipoxygenase ALOX12; P18054; purified 12hLO, xylenol orange hydroperoxide absorbance; Potency, µM (highest dose often 108 µM), for inactives: at the highest dose activity change, negative = inhibition, usual class: inhibitors; hit rate 1.1% among 580,000; AID 1671190; also: potency is read from the fitted curve at half-maximal effect; % is scaled to controls: 0 for no effect and ±100 for the full control effect
Target sequence (P18054 whole entry, looked up): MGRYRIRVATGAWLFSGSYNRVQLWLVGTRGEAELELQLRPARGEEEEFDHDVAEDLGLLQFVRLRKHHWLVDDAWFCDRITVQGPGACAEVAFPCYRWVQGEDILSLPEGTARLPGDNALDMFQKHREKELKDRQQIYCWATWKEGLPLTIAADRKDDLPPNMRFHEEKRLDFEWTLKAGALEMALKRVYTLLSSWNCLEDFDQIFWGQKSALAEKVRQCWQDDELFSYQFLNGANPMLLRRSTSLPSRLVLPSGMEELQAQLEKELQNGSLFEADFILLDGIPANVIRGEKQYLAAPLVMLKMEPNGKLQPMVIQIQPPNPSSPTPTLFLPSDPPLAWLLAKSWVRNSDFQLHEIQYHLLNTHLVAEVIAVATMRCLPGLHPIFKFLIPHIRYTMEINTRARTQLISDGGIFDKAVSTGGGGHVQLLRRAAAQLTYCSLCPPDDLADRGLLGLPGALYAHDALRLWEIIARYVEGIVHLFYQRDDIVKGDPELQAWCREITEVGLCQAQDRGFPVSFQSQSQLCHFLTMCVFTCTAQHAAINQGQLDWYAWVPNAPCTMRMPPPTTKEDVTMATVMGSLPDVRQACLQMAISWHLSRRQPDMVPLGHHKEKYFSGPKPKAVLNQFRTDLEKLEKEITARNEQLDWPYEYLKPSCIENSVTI
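Hydroperoxide product was detected by ferrous iron/xylenol orange as the 573 to 405 nm absorbance ratio. Arachidonic acid at 40 uM (final) was turned over for 30 min at room temperature by 150 nM human 12hLO, pH 7.0 Hepes buffer, after 15 min compound preincubation.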
RGS4 inh: human RGS4 inhibition; hit rate 0.039% among 390,000; P49798; Transcreener GDP fluorescence polarization, RGS4-accelerated GTP hydrolysis; Potency, µM (highest dose often 114 µM), for the others: top-dose activity change, negative = inhibition, hits mostly inhibitors; AID 504845; also: potency is read from the fitted curve at half-maximal effect; % is scaled to controls: 0 for no effect and ±100 for the full control effect; nearly all actives have a fitted effect of over 75% in size; some results filed as inactive show a strong effect at the top dose
Target sequence (P49798 whole entry, looked up): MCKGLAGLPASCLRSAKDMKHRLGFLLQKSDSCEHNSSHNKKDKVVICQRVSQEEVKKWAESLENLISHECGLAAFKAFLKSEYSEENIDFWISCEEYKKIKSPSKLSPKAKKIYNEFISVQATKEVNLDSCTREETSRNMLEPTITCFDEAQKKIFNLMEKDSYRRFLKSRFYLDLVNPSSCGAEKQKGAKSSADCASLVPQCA
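MLSMR compounds (23 nl, pin-transferred) preincubated 10 min at room temperature with a 500nM (2x) first reagent, then RGS4 at 900nM (2x) plus Transcreener GDP mix added; fluorescence polarization (620/688 nm) read before and after 90 min at 30 °C.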
D2 antag: antagonizes the human D2 dopamine receptor; HEK293 TREx D2 cells, calcium flux, dopamine EC80; inhibition, % at 10 µM; hit rate 2% among 340,000; AID 485344; in the data active = inhibition above about 30%; also: 0% is about no effect
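Calcium mobilization kinetics were recorded at 1 s intervals in tetracycline-induced HEK293 T-REx D2 cells, first for 180 s after compound addition and then 180 s after EC80 dopamine.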
ERG-DNA inh: inhibitors of human ERG Ets domain-DNA interaction; fluorescence polarization, His-ERG Ets domain / labelled DNA; Potency, µM (doses to about 76.9 µM), inactives show top-dose FP activity, negative = inhibition, usual class: inhibitors; hit rate 0.028% among 370,000; AID 624246; active = well fitted inhibition curve with a large enough effect in the polarisation, with a control signal flat; inconclusive = small, poorly fitted or top-dose-only effect, or effect the other way, or a change in a side signal; inactive = no such curve, though single readings can be large or run the other way; the % refers to the polarisation;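 also: polarization taken with two DNA probes labelled with fluorescein and Texas red; potency is read from the fitted curve at half-maximal effect; % of control where 0% means no effect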
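His-tagged ERG Ets domain (1 uM in the protein solution; 300mM KCl, 50mM Tris-HCl, 1mM EDTA, 1mM DTT, pH 7.5) received compound, then a probe mix of 5 nM fluorescein-DNA and 100nM Texas-615-DNA. Fluorescence polarization was read for both dyes.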
GRP78 ERSR act: inducers of ER stress response in human glioma cells. U87-MG GRP78 promoter luciferase reporter, 16 h. Potency, µM, inactives show at the top dose activation, most hits filed as activators. hit rate 0.02% among 420,000. AID 602332; also: potency is read from the fitted curve at half-maximal effect; series mostly up to about 76 µM; % of control where 0% means no effect; nearly all actives have a fitted effect of over 35% in size
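ERSR induction read as luciferase luminescence (Bright-Glo, 10 min at room temperature) in stably transfected human U87-MG glioma cells exposed to compounds for 16 h, using GRP78 as sensor.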
Vif-A3F inh: inhibitors of Vif-A3F interaction | HeLa A3F-eYFP + Vif (tagged APOBEC3F with the HIV-1 protein that degrades it), YFP fluorescence increase | Potency, µM (doses to about 46.1 µM), without a hit: top-dose activity, negative = active | hit rate 0.2% among 390,000 | AID 602313; also: potency is read from the fitted curve at half-maximal effect; % of control where 0% means no effect; nearly all actives have a fitted effect of over 65% in size
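Fluorescence increase (Ex 488/Em 500-530) after overnight compound treatment at 37 deg C flags inhibition of Vif-driven A3F-eYFP loss in stable HeLa A3F-eYFP/Vif cells seeded overnight beforehand.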
Active calls of the source: *; ? = inconclusive; / = no result given; [ ] = dose if it differs, or a comment. Unless noted, calls follow the shape of the dose curve; as a rule, active = well fitted curve in the direction sought with a large enough effect; inconclusive = small, poorly fitted or top-dose-only effect, or another doubt; inactive = no such curve, though single readings can be large; an effect the other way counts as inactive or inconclusive. This is a subset; the hit share may differ from the screen's.

SMILES	D2 agonist	Vif-A3G inh	LDHA block	ALOX12 inh	RGS4 inh	D2 antag	ERG-DNA inh	GRP78 ERSR act	Vif-A3F inh
Cc1ccccc1NC(=O)CSc1nnc(CNC(=O)c2ccco2)n1C	0.4	4.4%	-1.4	-11.1%	-11.4%	-10.6	-12.7%	-5.1%	-1.2%
Cc1ccc(N/N=C(\C#N)C(N)=S)cc1C	11.4	1.3%	-10.8	2µM*	?	-5.0	-14.2%	-0.7%	-0.2%
O=C(NNc1c(Cl)cccc1Cl)c1cccs1	-1.3	4.1%	-5.7	56.0%[activator]	-2.3%	0.7	3.1%	-2.4%	-28.6%
Cc1cccc(C)c1NC(=O)CN(C)C(=O)C1CCCCC1	-0.1	3.9%	-0.4	0.8%	9.1%	-15.8	1.2%	1.5%	0.9%
COc1ccc(C(=O)NCC(=O)N/N=C/C(C)=C/c2ccccc2)cc1OC	-8.8	0.9%	-5.6	1.5%	16.1%	0.2	7.3%	-3.2%	7.4%
O=C(NC(Cc1ccccc1)C(=O)O)/C(=C/c1ccc(Cl)cc1)NC(=O)c1ccco1 (centres undefined)	-1.9	-4.7%	-8.2	?	7.0%	-15.3	0.7%	-4.6%	11.2%
NS(=O)(=O)c1ccc(CNC(=O)c2ccccn2)cc1	1.0	-6.0%	-2.8	?	10.9%[11.4 µM]	4.8	8.7%	-3.0%	3.4%
Cc1cccc(NC(=O)COC(=O)c2cccs2)c1C	-2.8	2.4%	-9.8	9.4%	12.3%	-12.3	-4.0%	0.8%	-3.9%
COc1ccc(Cl)cc1Cn1c(C)c(C(=O)NCc2cccc(Cl)c2)sc1=O	/	-4.6%	-7.3	5.1%	/	/	/	-3.2%	/
Cc1cc(OC(C)C(=O)Nc2ccc(S(=O)(=O)Nc3onc(C)c3C)cc2)cc(C)c1Cl (centres undefined)	-0.3	-3.8%	-10.4	421.7%[activator]	-14.6%	10.2	-3.8%	-1.1%	-4.2%
CC(=O)OC(C(=O)NC1CCCCC1)c1ccccc1Cl (centres undefined)	0.8	-1.6%	-8.4	-1.8%	6.1%	26.8	6.4%	-2.5%	-10.4%
COc1ccc(S(=O)(=O)N2CCN(Cc3cccs3)CC2)cc1OC	/	2.5%	-4.2	183.1%[activator]	-14.9%	/	6.3%	-4.9%	6.4%
Cc1cc(C)c(NC(=O)C2CSCCS2)c(C)c1 (centres undefined)	0.6	-3.1%	3.1	-27.0%	-29.2%	6.2	-2.3%	8.7%	-1.1%
CN1CCN(c2ccc(CNC(=O)c3ccco3)cc2)CC1	0.6	-10.3%	4.6	75.7%[activator]	11.8%	5.0	6.9%	-2.5%	-3.2%
Cc1nc(Nc2cccc(O)c2)c2oc3ccccc3c2n1	0.9	-12.5%	-1.0	-29.4%	-7.2%	32.6*	-4.6%	0.6%	-1.7%

Just RGS4 inh and LDHA block, for some of the entries so far:
SMILES	RGS4 inh	LDHA block
COc1ccc(Cl)cc1Cn1c(C)c(C(=O)NCc2cccc(Cl)c2)sc1=O	/	-7.3
Cc1cc(OC(C)C(=O)Nc2ccc(S(=O)(=O)Nc3onc(C)c3C)cc2)cc(C)c1Cl (centres undefined)	-14.6%	-10.4
CC(=O)OC(C(=O)NC1CCCCC1)c1ccccc1Cl (centres undefined)	6.1%	-8.4
COc1ccc(S(=O)(=O)N2CCN(Cc3cccs3)CC2)cc1OC	-14.9%	-4.2
Cc1cc(C)c(NC(=O)C2CSCCS2)c(C)c1 (centres undefined)	-29.2%	3.1
CN1CCN(c2ccc(CNC(=O)c3ccco3)cc2)CC1	11.8%	4.6

Additional structures
SMILES	D2 agonist	Vif-A3G inh	LDHA block	ALOX12 inh	RGS4 inh	D2 antag	ERG-DNA inh	GRP78 ERSR act	Vif-A3F inh
CN1CCN(Cc2ccc(-c3ccc(Cl)cc3)o2)CC1	0.9	2.3%	-3.4	?	-3.0%	1.5	-5.2%	5.7%	-1.1%
Cc1c(OCC(=O)NC(Cc2ccc(Cl)cc2)C(=O)O)ccc2c3c(c(=O)oc12)CCC3 (centres undefined)	1.6	3.9%	2.3	-2.5%	-13.1%	27.7	-4.9%	-1.4%	-5.2%
CCS(=O)(=O)N1Cc2ccccc2CC1C(=O)Nc1cccc(OC)c1 (centres undefined)	-0.5	-6.7%	-2.3	?	-30.4%[56.9 µM]	34.4*	-0.1%	4.4%	-0.2%
COc1ccc(C(C)=O)cc1CSc1ncccn1	-0.4	-6.3%	-4.8	0.4%	-2.2%	-4.5	2.4%	2.0%	16.2%
COc1ccc(S(=O)(=O)NCc2ccc3c(c2)OCO3)cc1OC	-2.0	0.9%	-2.4	-0.1%	8.5%	-7.1	-5.1%	-5.4%	-1.1%
COc1ccc([N+](=O)[O-])cc1NC(C)C	-0.4	1.3%	2.7	1.1%	2.2%	-13.1	7.8%	-4.4%	-11.9%
O=C(COC(=O)c1cnc(Cl)c(Cl)c1)NC1CCCCCC1	0.0	1.8%	-2.7	6.3%	-19.1%	-5.1	1.6%	-2.7%	0.0%
C#CCNC(=O)C1=C[C@H](c2coc3ccccc3c2=O)C[C@H](OCc2ccc(CO)cc2)O1	0.0	3.1%	-1.6	-1.7%	-0.6%	-14.1	-2.1%	-2.3%	9.6%
N#CCCN1CCN(S(=O)(=O)c2cc(Cl)ccc2Cl)CC1	0.0	-5.0%	-1.9	-7.6%	-30.9%	3.6	-1.3%	-3.0%	9.1%
N=c1n(CC(=O)c2cccc([N+](=O)[O-])c2)c2ccccc2n1Cc1ccccc1	1.9	-2.6%	3.5	?	-36.8%	-12.7	2.1%	-10.9%	?
Cc1noc(C)c1C(=O)N1CCN(c2ncccn2)CC1	-1.6	1.4%	-3.5	18.2%	-9.5%	-7.2	0.3%	-3.3%	-2.2%
CCCOc1ccc(C2C(=O)N(C3CCC(C)CC3)CC(=O)N2CCc2ccccc2)cc1OC (centres undefined)	0.1	0.6%	-6.3	-22.3%	24.5%	/	-0.2%	-2.1%	7.1%
CCOc1ccccc1NC(=S)N(CCCN1CCOCC1)Cc1cn(C)c2ccccc12	-1.2	0.2%	-0.3	-12.2%	-2.6%	12.6	0.3%	-2.3%	1.3%
CC1=CN2C(=N)/C(=C/c3ccco3)C(=O)N=C2S1	/	-6.6%	2.1	0.4%	-9.7%	/	-4.9%	-11.0%	-15.8%
O=S(=O)(c1ccccc1)N1CCN(Cc2c(O)ccc3ccccc23)CC1	/	-1.2%	4.8	7.08µM*	-24.5%	/	4.5%	-2.9%	-11.3%
CN(C(=O)C1CCC(=O)N(Cc2cccc(F)c2)C1)C1CCCCC1 (centres undefined)	-0.1	-0.6%	-2.9	-3.0%	6.1%	-10.0	6.8%	-0.6%	0.7%
O=C(C1CCCN(c2nnc(-n3cccc3)s2)C1)N1CCN(c2ccccc2)CC1 (centres undefined)	/	1.6%	7.6	-3.7%	-11.5%	/	12.2%	-4.9%	-5.5%
COc1ccc(Cn2cnc([N+](=O)[O-])c2)cc1[N+](=O)[O-]	0.0	-1.5%	-4.3	1.1%	-19.7%	-1.0	0.6%	-4.7%	-8.9%
COc1ccc(OC)c(S(=O)(=O)N2CCCC(C(=O)NC3CC3)C2)c1 (centres undefined)	/	-0.4%	-6.0	17.5%	-3.3%	/	-3.0%	-0.6%	-27.0%
CCOc1ccc(C(=O)NCC(=O)NNC(=O)C2COc3ccccc3O2)cc1OCC (centres undefined)	-0.1	-1.4%	-5.9	23.7%	-4.6%	4.7	13.2%	-2.1%	-1.5%
CC(=O)C1=C(c2ccccc2)N(C(C)=O)n2c(C)nnc2S1	1.3	-1.1%	-2.7	0.0%	-6.4%[11.4 µM]	-4.6	2.8%	0.6%	-15.4%
CS(=O)(=O)c1ccc(Cl)c(NC(=O)C2CCCN(C(=O)c3ccc(Cl)cc3)C2)c1 (centres undefined)	-0.7	4.9%	-5.3	?	28.2%	1.8	-5.4%	-2.8%	12.4%
CC(=O)c1ccc(N2CCN(C(=O)c3ccco3)CC2)c(F)c1	0.0	-0.2%	-8.4	21.8%	-23.2%[11.4 µM]	-1.3	-6.8%	5.6%	-0.6%
CC1(C(=O)Nc2cccc3cccnc23)CCN1Cc1cccc2c1OCO2 (centres undefined)	/	0.6%	-2.2	15.0%	/	/	/	-2.1%	/
COc1ccc(C2CC(c3cccc(OC)c3)n3nc(N)nc3N2)cc1 (centres undefined)	1.0	0.6%	-2.8	17.8%[57.4 µM]	-14.8%	-5.5	0.4%	-5.1%	2.6%

A run of entries of the results above, as a working copy:
SMILES	D2 agonist	Vif-A3G inh	LDHA block	ALOX12 inh	RGS4 inh	D2 antag	ERG-DNA inh	GRP78 ERSR act	Vif-A3F inh
CC(=O)c1ccc(N2CCN(C(=O)c3ccco3)CC2)c(F)c1	0.0	-0.2%	-8.4	21.8%	-23.2%[11.4 µM]	-1.3	-6.8%	5.6%	-0.6%
CC1(C(=O)Nc2cccc3cccnc23)CCN1Cc1cccc2c1OCO2 (centres undefined)	/	0.6%	-2.2	15.0%	/	/	/	-2.1%	/
COc1ccc(C2CC(c3cccc(OC)c3)n3nc(N)nc3N2)cc1 (centres undefined)	1.0	0.6%	-2.8	17.8%[57.4 µM]	-14.8%	-5.5	0.4%	-5.1%	2.6%
